# U2OS ROS induce = raises reactive oxygen species in U2OS cancer cells; U2OS ROS induction, H2DCF-DA fluorescence; ROS induction (% of piperlongumine), % at 10 µM; hit rate 2% among 46,000; in the data active means ROS induction above about 79%, passing the limit was not always enough;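 further: 0% = DMSO vehicle median and 100% = reference compound median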
# The depositor's hits bear a star.
SMILES | U2OS ROS induce
C[C@H]1CN([C@@H](C)CO)C(=O)c2cc(NC(=O)CCCN(C)C)ccc2O[C@@H]1CN(C)C(=O)Nc1cccc2ccccc12 | -5
O=C(NCc1ccccn1)C(c1ccccc1)c1ccccc1 | 3
COc1cc(C2NC(=S)NC(C)=C2C(=O)Nc2ccccc2C)c(Br)cc1OCC(=O)O (stereo not drawn) | -18
Cc1noc(C)c1NC(=O)N(C)C[C@H]1Oc2ccc(NC(=O)Nc3ccc(F)cc3)cc2C(=O)N([C@H](C)CO)C[C@@H]1C | 82*
COc1ccc(S(=O)(=O)N(C)C[C@@H]2Oc3ccc(NC(=O)Nc4ccc(F)cc4)cc3CC(=O)N([C@H](C)CO)C[C@@H]2C)cc1 | 12
CCOC(=O)c1c(NC(=O)CSc2nnc3ccc4ccccc4n23)sc(C)c1C | 10
Cc1noc(C)c1NC(=O)Nc1ccc2c(c1)C(=O)N([C@@H](C)CO)C[C@@H](C)[C@H](CN(C)C(=O)NC(C)C)O2 | 1
COc1cccc2cc(C(=O)C3C(=O)C(=O)N(CCN4CCOCC4)C3c3ccc(F)cc3)oc12 (stereo not drawn) | -6
CCOC(=O)c1ccc2nc(C(F)(F)F)cc(NC3CCN(Cc4ccccc4)CC3)c2c1 | 58
C[C@@H]1CN([C@H](C)CO)C(=O)c2cccc(NC(=O)Nc3ccccc3)c2O[C@@H]1CN(C)S(C)(=O)=O | -3
C[C@@H]1CCCCO[C@H](CN(C)Cc2ccc(Cl)c(Cl)c2)[C@@H](C)CN([C@H](C)CO)C(=O)c2cc(NS(=O)(=O)c3cn(C)cn3)ccc2O1 | 3
Cc1nnsc1C(=O)OCCN(C)c1ccc(C#N)cn1 | -5
CCCSc1nnc(Cn2c(=O)sc3ccccc32)n1CCc1ccccc1 | 30
C[C@H]1CN([C@@H](C)CO)C(=O)Cc2cc(NS(=O)(=O)c3ccc(F)cc3)ccc2O[C@@H]1CN(C)C(=O)Nc1ccc(F)cc1 | 5
COc1ccc(S(=O)(=O)N(C)C[C@H]2OCCCC[C@@H](C)Oc3ccc(NC(=O)C4CCCCC4)cc3C(=O)N([C@H](C)CO)C[C@@H]2C)cc1 | 18
CC(C)Cn1c2ccc(Br)cc2c2nc3ccccc3nc21 | 7
COc1ccc(NC(=O)N(C)C[C@H]2Oc3ccc(NC(=O)c4ccncc4)cc3C(=O)N([C@@H](C)CO)C[C@H]2C)cc1 | 0
CCc1ccc2nc(N)sc2c1 | -5
C[C@H]1CN([C@@H](C)CO)C(=O)Cc2cc(NC(=O)CCN3CCOCC3)ccc2O[C@@H]1CN(C)Cc1ccc(C(=O)Nc2ccccc2N)cc1 | 13
O=C1O[C@@H](c2ccccc2)[C@@H](c2ccccc2)N2[C@@H](c3ccc(O)cc3)[C@]3(C(=O)Nc4ccc(C#CC5(O)CCCCCC5)cc43)[C@@H](C(=O)N3CCN(c4ncccn4)CC3)[C@H]12 | -7

# 3 entries from above, arranged by length of the SMILES, high to low:
SMILES | U2OS ROS induce
COc1ccc(NC(=O)N(C)C[C@H]2Oc3ccc(NC(=O)c4ccncc4)cc3C(=O)N([C@@H](C)CO)C[C@H]2C)cc1 | 0
C[C@@H]1CN([C@H](C)CO)C(=O)c2cccc(NC(=O)Nc3ccccc3)c2O[C@@H]1CN(C)S(C)(=O)=O | -3
COc1cccc2cc(C(=O)C3C(=O)C(=O)N(CCN4CCOCC4)C3c3ccc(F)cc3)oc12 (stereo not drawn) | -6

# Other records follow:
SMILES | U2OS ROS induce
COc1ccc(NC(=O)N(C)C[C@H]2Oc3ccc(NC(=O)CCN4CCOCC4)cc3C(=O)N([C@@H](C)CO)C[C@@H]2C)cc1 | -5
COc1ccc(S(=O)(=O)N(C)C[C@@H]2Oc3c(NC(=O)c4cnccn4)cccc3C(=O)N([C@H](C)CO)C[C@H]2C)cc1 | -6
Cc1ccc(S(=O)(=O)N(C)C[C@H]2Oc3ccc(NS(=O)(=O)c4ccc(F)cc4)cc3C(=O)N([C@@H](C)CO)C[C@@H]2C)cc1 | -15
Cc1noc(C)c1NC(=O)Nc1ccc2c(c1)CC(=O)N([C@@H](C)CO)C[C@@H](C)[C@@H](CN(C)Cc1ccc3c(c1)OCO3)O2 | 4
C[C@H]1CN([C@@H](C)CO)C(=O)c2cc(NC(=O)CCCCCC(=O)Nc3ccccc3N)ccc2O[C@H]1CN(C)CC1CCCCC1 | -15
CC(C)NC(=O)Nc1ccc2c(c1)C(=O)N([C@H](C)CO)C[C@H](C)[C@H](CN(C)C(=O)Nc1ccc(F)cc1)O2 | -7
C[C@@H]1CN([C@@H](C)CO)C(=O)c2cccc(NC(=O)CCCCCC(=O)Nc3ccccc3N)c2O[C@H]1CN(C)S(=O)(=O)c1ccc(F)cc1 | 4
Cc1ccc2c(c1)c1nnc(SCCN3CCOCC3)nc1n2Cc1ccccc1 | 113*
C[C@H](CO)N1C[C@H](C)[C@@H](CN(C)Cc2ccc(C(=O)O)cc2)Oc2c(NC(=O)Nc3ccccc3)cccc2C1=O | -5
Cc1sc(NC(=O)c2ccccc2)c(C(=O)N2CCCCC2)c1C | 68
COc1ccc(NC(=O)CN(c2cc(Cl)cc(Cl)c2)S(C)(=O)=O)cc1OC | 2
CCOC(=O)c1cnc(Nc2nc3ccccc3s2)nc1CSc1nnc(C)s1 | 2
C[C@H](CO)N1C[C@H](C)[C@H](CN(C)Cc2ccc3c(c2)OCO3)Oc2ncc(-c3cc4ccccc4o3)cc2C1=O | 68
C[C@H]1CN([C@@H](C)CO)C(=O)c2cc(NC(=O)Nc3ccc(F)cc3)ccc2O[C@H]1CN(C)Cc1ccc(C(=O)Nc2ccccc2N)cc1 | -3
COc1ccccc1NC(=O)Cn1cncc1-c1ccc([N+](=O)[O-])cc1 | -8
COc1cccc(CN(C(=S)NCc2ccccc2)c2ccc(F)c(Cl)c2)c1O | -8
CC(C)OC(=O)N(C)C[C@H]1OCc2cnnn2CCCC(=O)N([C@@H](C)CO)C[C@H]1C | -4
C[C@@H]1CN([C@H](C)CO)C(=O)c2cccc(NC(=O)c3cnccn3)c2O[C@H]1CN(C)CC1CC1 | -7
CCOC(=O)C(C(=O)Nc1ccc(Br)cc1)C1CCCCC1 (stereo not drawn) | -17
C[C@@H]1CN([C@H](C)CO)C(=O)c2cc(NC(=O)CCC(F)(F)F)ccc2O[C@@H]1CN(C)S(C)(=O)=O | -9
O=[N+]([O-])c1cccc(-c2nn(-c3ccccc3)cc2CNCc2ccccc2)c1 | 42
Cc1cccc(-c2nnc(SCC(=O)Nc3cc([N+](=O)[O-])ccc3C)n2-c2ccccc2)c1 | 5
C[C@H]1CN([C@@H](C)CO)C(=O)c2cc(NC(=O)CCN3CCOCC3)ccc2O[C@H]1CN(C)S(=O)(=O)c1cccs1 | -5
C[C@@H]1CN([C@@H](C)CO)C(=O)Cc2cc(NC(=O)CCC(F)(F)F)ccc2O[C@@H]1CN(C)C(=O)Nc1cccc2ccccc12 | -4
Cc1ccc(NC(=O)CN(c2ccc(F)c(Cl)c2)S(C)(=O)=O)cc1 | 8
COC(=O)C1=CN(c2cccc(C(F)(F)F)c2)C=C(C(=O)OC)C1c1ccsc1 | 11
C[C@@H]1CN([C@H](C)CO)C(=O)Cc2cc(NC(=O)Nc3ccc4c(c3)OCO4)ccc2O[C@@H]1CN(C)C(=O)Nc1cccc2ccccc12 | -2
C[C@@H]1CN([C@@H](C)CO)C(=O)c2cc(NC(=O)Cc3ccccc3)ccc2O[C@H]1CN(C)C(=O)Nc1cccc2ccccc12 | -2
COCCCN1C(=O)[C@@]2(Cc3ccccc31)c1ccccc1C(=O)N(C1CCCCC1)[C@H]2c1ccc(CO)cc1 | -2
C[C@H]1CN([C@@H](C)CO)C(=O)Cc2cc(NC(=O)c3ccncc3)ccc2O[C@@H]1CN(C)C(=O)Nc1cccc2ccccc12 | -7
COCCNC(=O)c1ccccc1-c1nc(-c2ccc(Cl)cc2)no1 | -1
CC(C)n1c(SCC(N)=O)nc2c(oc3ccccc32)c1=O | -4
C[C@@H]1CN([C@H](C)CO)C(=O)c2cccc(NC(=O)c3ccncc3)c2O[C@H]1CN(C)Cc1ccc(Cl)c(Cl)c1 | 13
C[C@H](CO)N1C[C@H](C)[C@@H](CN(C)S(=O)(=O)c2ccc(Cl)cc2)Oc2ccc(NC(=O)Cc3ccccc3)cc2C1=O | 2
C/C(=C\Cc1c(O[C@@H]2O[C@H](CO)[C@@H](O)[C@H](O)[C@H]2O)ccc2ccc(=O)oc12)CO | 6
CC(c1ccccc1)n1c(OC(=O)N(C)C)nnc1SCC(=O)c1ccc2c(c1)OCCO2 (stereo not drawn) | -10
C[C@@H]1CN([C@H](C)CO)C(=O)c2cccc(NC(=O)Nc3ccc4c(c3)OCO4)c2O[C@H]1CN(C)Cc1ccc(C(=O)O)cc1 | -13
O=C1O[C@@H](c2ccccc2)[C@@H](c2ccccc2)N2[C@@H](c3ccccc3OCCO)[C@]3(C(=O)Nc4ccc(C#CC5(O)CCCCCC5)cc43)[C@@H](C(=O)Nc3nc4ccccc4s3)[C@H]12 | 4
CCCCC1(CO)C(=O)N(c2ccccc2)N(c2ccccc2)C1=O | -3
Cc1ccc(NC(=O)CN2C(=O)S/C(=C/c3ccc(C)o3)C2=O)cc1 | 16

# Laid out differently: 3 of the compounds above
Cc1cccc(-c2nnc(SCC(=O)Nc3cc([N+](=O)[O-])ccc3C)n2-c2ccccc2)c1
  U2OS ROS induce = 5

C[C@@H]1CN([C@@H](C)CO)C(=O)Cc2cc(NC(=O)CCC(F)(F)F)ccc2O[C@@H]1CN(C)C(=O)Nc1cccc2ccccc12
  U2OS ROS induce = -4

CC(c1ccccc1)n1c(OC(=O)N(C)C)nnc1SCC(=O)c1ccc2c(c1)OCCO2 (stereo not drawn)
  U2OS ROS induce = -10

# Remaining list, next part:
SMILES | U2OS ROS induce
CCc1ccc(NC(=O)C(CC)Sc2nc3nccnc3c(=O)n2CCc2ccccc2)cc1 (stereo not drawn) | 7
COc1cc(OC)c(/C=N/NC(=O)c2cccc(C(=O)NO)c2)c(OC)c1 | 7
C[C@@H]1CCCCO[C@H](CN(C)Cc2ccc(Cl)c(Cl)c2)[C@@H](C)CN([C@H](C)CO)C(=O)c2cc(NS(=O)(=O)c3ccc(Cl)cc3)ccc2O1 | 17
COc1ccc(NC(=O)Nc2cccc3c2O[C@H](CN(C)S(=O)(=O)c2ccc(Cl)cc2)[C@H](C)CN([C@H](C)CO)C3=O)cc1 | 3
C[C@H](CO)N1C[C@H](C)[C@H](CN(C)S(=O)(=O)c2ccc(F)cc2)Oc2c(NS(=O)(=O)c3ccc(F)cc3)cccc2C1=O | 8
COC(=O)c1scc2c(Oc3ccccc3C(F)(F)F)cc(C(F)(F)F)nc12 | 15
O=c1occ(CO)c(O)c1CN1CCc2ccccc2C1 | -11
Cc1onc(NC(=O)NC(=O)c2ccccc2F)c1Br | -9
C[C@@H]1CCCCO[C@@H](CN(C)Cc2ccc(C(=O)O)cc2)[C@@H](C)CN([C@H](C)CO)C(=O)c2cc(NC(=O)Cc3ccccc3)ccc2O1 | -10
COC(=O)C1=C(C)Nc2ncnn2C1c1ccccc1[N+](=O)[O-] (stereo not drawn) | -7
CCOC(=O)c1sc2ccc(S(=O)(=O)N3CC(C)CC(C)C3)cc2c1N (stereo not drawn) | 45
C[C@H]1CN([C@@H](C)CO)C(=O)Cc2cc(NC(=O)Cn3cnnn3)ccc2O[C@@H]1CN(C)Cc1ccc(Cl)c(Cl)c1 | 8
COc1ccc(NC(=O)Nc2cccc3c2O[C@@H](CN(C)C(=O)Nc2cccc4ccccc24)[C@@H](C)CN([C@H](C)CO)C3=O)cc1 | -8
Cn1ccnc1SCC(=O)Nc1cccc(F)c1 | -1
COc1ccccc1CC(=O)Nc1ccc(-c2nnc(-c3ccc(C)cc3)o2)cc1 | 5
O=C(O)Cn1c(=O)oc2ccccc21 | -10
O=C(CSc1n[nH]c(-c2ccc(Cl)cc2Cl)n1)Nc1ccc(F)cc1 | -8
C[C@H]1CN([C@@H](C)CO)C(=O)c2cccc(NC(=O)C3CC3)c2O[C@H]1CN(C)Cc1ccc2c(c1)OCO2 | -8
C[C@@H]1CN([C@H](C)CO)C(=O)Cc2cc(NS(=O)(=O)c3ccccc3)ccc2O[C@@H]1CN(C)S(=O)(=O)c1cn(C)cn1 | -13
C=CCNC(=O)[C@H]1[C@@H]2C(=O)O[C@@H](c3ccccc3)[C@@H](c3ccccc3)N2[C@@H](c2ccccc2OCCO)[C@]12C(=O)N(C(=O)OCCOC)c1ccc(C#Cc3ccc(OC)cc3)cc12 | 16
Cc1nnc(SCC(=O)N2CCOCC2)s1 | 19
CC(C)Oc1ccc(NC(=O)CCN2C(=O)c3ccccc3C2=O)cc1 | -5
C[C@@H]1CN([C@@H](C)CO)C(=O)Cc2cc(NC(=O)Nc3ccc(F)cc3)ccc2O[C@@H]1CN(C)C(=O)Nc1ccc(C(F)(F)F)cc1 | -4
CC(=O)O[C@]1(C(C)=O)CC[C@H]2[C@@H]3C=C(C)C4=CC(=O)CC[C@]4(C)[C@H]3CC[C@@]21C | 5
C[C@@H]1CN([C@@H](C)CO)C(=O)c2cc(NC(=O)NC3CCCCC3)ccc2O[C@H]1CN(C)C(=O)NC1CCCCC1 | -2
O=C(COC(=O)C1CC=CCC1C(=O)OCC(=O)c1ccc(Cl)cc1)c1ccc(Cl)cc1 (stereo not drawn) | 1
Cc1cc(C)cc(N(C(C)C(=O)Nc2cccc(Br)c2)S(C)(=O)=O)c1 (stereo not drawn) | -11
C[C@@H]1CCCCO[C@H](CN(C)Cc2ccc(Cl)c(Cl)c2)[C@@H](C)CN([C@H](C)CO)C(=O)c2cc(NS(C)(=O)=O)ccc2O1 | 8
C[C@H](CO)N1C[C@H](C)[C@H](CN(C)C(=O)OCc2ccccc2)OCc2cn(nn2)CCCC1=O | 3
C[C@H]1CN([C@@H](C)CO)C(=O)c2cccc(NC(=O)c3ccncc3)c2O[C@@H]1CN(C)C | -2
Cc1ccc(S(=O)(=O)N(C)C[C@@H]2Oc3ccc(NC(=O)CCCN(C)C)cc3C(=O)N([C@H](C)CO)C[C@H]2C)cc1 | -4
CC(C)C(=O)NC1CCCCCCCCCCC1 | 4

# From PubChem BioAssay

# A portion of the library. The share of hits here may be higher or lower than overall.
